Pin1 inh: inhibitors of human Pin1; Q13526; Pin1 FP peptide displacement, HiFluor488, 10 min; Potency, µM (top dose mostly 115 µM), inactives show at the top dose activity, negative = inhibition, usual class: inhibitors; 0.009% of 390,000 active; AID 504891; active = well fitted inhibition curve with a large enough effect in the polarisation, with a control signal flat, not every such curve was filed as active; inconclusive = small, poorly fitted or top-dose-only effect, or effect the other way, or a change in a side signal; inactive = no such curve, though single readings can be large or run the other way; the % refers to the polarisation; also: potency is read from the fitted curve at half-maximal effect; % is scaled to controls: 0 for no effect and ±100 for the full control effect
Target sequence (Q13526 whole entry, looked up): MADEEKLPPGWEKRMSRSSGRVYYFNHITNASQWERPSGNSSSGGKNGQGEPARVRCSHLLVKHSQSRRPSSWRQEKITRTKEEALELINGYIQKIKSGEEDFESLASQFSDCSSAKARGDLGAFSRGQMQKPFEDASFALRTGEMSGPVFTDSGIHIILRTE
mIDH1 inhibitor: human IDH1 R132H inhibition; O75874; IDH1-R132H enzyme, NADPH consumption, diaphorase/resazurin fluorescence; Potency, µM (titrated, usually from 76.6 µM), for inactives: top-dose activity change, negative = inhibition, actives largely listed as inhibitors; 0.093% of 390,000 active; also: potency is read from the fitted curve at half-maximal effect; % is scaled to controls: 0 for no effect and ±100 for the full control effect; nearly all actives have a fitted effect of over 65% in size
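IDH1-R132H (0.5 ug/mL) preincubated 30 min with compound, then NADPH (0.016 mM) and alpha-KG (2 mM) added; 80 min at RT, pH 7.5. Remaining NADPH coupled via diaphorase/resazurin to fluorescence (540/590 nm); concentration-response curves normalized to no-enzyme control.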
USP1 inh: blocks the human USP1/UAF1 deubiquitinase complex. AID 743255. O94782. recombinant USP1/UAF1, Ub-Rhodamine cleavage fluorescence. Potency, µM (top dose mostly 57.1 µM), for inactives: at the top dose activity change, negative = inhibition, most hits filed as inhibitors. 0.23% of 390,000 active; also: potency is read from the fitted curve at half-maximal effect; % is scaled to controls: 0 for no effect and ±100 for the full control effect; nearly all actives have a fitted effect of over 60% in size; inactives centre near -12
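USP1/UAF1 complex (1 nM) preincubated 15 min at room temperature with compound, then Ub-Rho substrate (150 nM final) added. Kinetic fluorescence at 480/540 nm over 6 reads at 60 s intervals; 50 mM HEPES pH 7.8, 0.5 mM EDTA, 0.1 mg/ml BSA, 1 mM TCEP, 0.01% Tween-20.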
PI4K2A block: PI4K2A (human) kinase inhibition. Q9BTU6. activity change, negative = inhibition, % at 76.9 µM. purified PI4K2A, ADP-Glo luminescence, 1 h; active compounds read low. 0.13% of 420,000 active; in the data active = activity change below about -50%; inconclusive = mostly about -30% to -49%;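 also: -100% = wells without enzyme as full effect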
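In this quantitative HTS, ADP production by PI4K2A was quantified luminescently after 1 h at ambient temperature; 100 microM adenosine served as plate-quality control.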
HP1b chromo inh: blocks HP1-beta chromodomain binding to methylated histone tails; P83916; AlphaScreen HP1-beta / biotin-H3K9me3 peptide binding; Potency, µM (top dose mostly 114 µM), for inactives: at the highest dose activity change, negative = inhibition, hits mostly inhibitors; 0.56% of 390,000 active; also: potency is read from the fitted curve at half-maximal effect; nearly all actives have a fitted effect of over 70% in size; inactives centre near 23
Target sequence (P83916 whole entry, looked up): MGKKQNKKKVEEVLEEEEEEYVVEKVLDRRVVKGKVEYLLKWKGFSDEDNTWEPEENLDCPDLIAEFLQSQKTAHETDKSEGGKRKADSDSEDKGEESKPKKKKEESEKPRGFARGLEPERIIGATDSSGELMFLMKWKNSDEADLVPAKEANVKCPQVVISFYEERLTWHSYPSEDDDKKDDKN
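AlphaScreen: HP1-beta (50 nM) preformed 30 min with biotin-H3(1-18)K9me3 peptide (50 nM) in PBS pH 7.4, 0.01% Tween-20. Compound added for 30 min at RT, then streptavidin donor/nickel chelate acceptor beads (10 ug/mL) for 30 min.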
GLS inhibitor: glutaminase GLS (human) inhibition; O94925; GLS enzymatic activity, qHTS titration; Potency, µM (doses to about 45.5 µM), for inactives: top-dose activity change, negative = inhibition, usual class: inhibitors; 0.21% of 410,000 active; also: potency is read from the fitted curve at half-maximal effect; % is scaled to controls: 0 for no effect and ±100 for the full control effect
Target sequence (O94925 whole entry, looked up): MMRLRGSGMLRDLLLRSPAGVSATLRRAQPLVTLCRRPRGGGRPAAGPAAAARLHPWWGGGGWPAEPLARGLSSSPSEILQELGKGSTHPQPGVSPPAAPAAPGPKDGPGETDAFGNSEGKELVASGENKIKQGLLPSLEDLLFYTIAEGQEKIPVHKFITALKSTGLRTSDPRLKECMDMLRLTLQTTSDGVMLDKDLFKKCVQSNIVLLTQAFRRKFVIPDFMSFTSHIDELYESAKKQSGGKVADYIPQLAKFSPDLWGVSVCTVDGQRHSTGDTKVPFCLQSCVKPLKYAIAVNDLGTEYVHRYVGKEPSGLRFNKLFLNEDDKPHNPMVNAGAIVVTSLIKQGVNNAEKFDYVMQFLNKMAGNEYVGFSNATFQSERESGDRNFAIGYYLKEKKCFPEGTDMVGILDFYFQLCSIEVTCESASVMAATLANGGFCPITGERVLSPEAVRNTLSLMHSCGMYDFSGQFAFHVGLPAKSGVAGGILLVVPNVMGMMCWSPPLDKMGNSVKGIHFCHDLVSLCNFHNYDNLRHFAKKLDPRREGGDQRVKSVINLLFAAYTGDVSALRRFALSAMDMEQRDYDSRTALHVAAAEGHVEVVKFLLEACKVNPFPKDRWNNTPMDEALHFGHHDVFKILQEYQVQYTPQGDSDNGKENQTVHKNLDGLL
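Enzyme dispensed in phosphate buffer (45 mM, pH 8.2, 0.02% Tween-20), compounds pinned in, then 1 mM L-glutamine solution and the glutamate oxidase–HRP–Amplex Red mix added; fluorescence read immediately and again after 30 min at room temperature.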
rTrxR1 inhibitor: inhibitors of rat thioredoxin reductase 1 | Potency, µM (highest dose often 114 µM), inactives show at the top dose activity change, negative = inhibition, usual class: inhibitors | 1% of 390,000 active | recombinant rTrxR1, NADPH fluorescence consumption, selenite substrate; also: potency is read from the fitted curve at half-maximal effect; % is scaled to controls: 0 for no effect and ±100 for the full control effect; nearly all actives have a fitted effect of over 65% in size
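Rat TrxR1 (90 nM in the dispensed reagent) was pre-reduced with 400 uM NADPH for 5 min at room temperature, then incubated with compound for 15 min. After 400 uM selenite was added, NADPH fluorescence (Ex 340/Em 450 nm) was followed for 8 min.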
TrxR1 substrate: rat thioredoxin reductase 1 substrate activity. Potency, µM (titrated, usually from 114 µM), for inactives: at the highest dose activity change, negative = substrate turnover. O89049. 0.01% of 390,000 active. purified TrxR1 substrate turnover, NADPH consumption readout; also: potency is read from the fitted curve at half-maximal effect; % is scaled to controls: 0 for no effect and ±100 for the full control effect; nearly all actives have a fitted effect of over 50% in size
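Rat TrxR1, dispensed at 90 nM, was prereduced with 400 uM NADPH (final) for 5 min at ~22 deg C, then incubated with compound 15 min before 400 uM selenite. A first-read NADPH fluorescence drop versus no-compound background flagged substrates.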
PGK inhibitor: inhibitors of T. brucei phosphoglycerate kinase; 0.043% of 380,000 active; PGK/GAPDH coupled, Kinase-Glo luminescence, 60 min; AID 602233; Potency, µM (titrated, usually from 57.5 µM), for the others: at the highest dose activity change, negative = inhibition, most hits filed as inhibitors; also: potency is read from the fitted curve at half-maximal effect; % is scaled to controls: 0 for no effect and ±100 for the full control effect; nearly all actives have a fitted effect of over 60% in size
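Luminescent ATP detection (Kinase-Glo Plus) follows a 60-minute room-temperature incubation, with wells lacking PGK as controls. Buffer: 100 mM TEA (pH 7.6), 5 mM MgCl2, 0.01% Tween-20. Coupling enzyme GAPDH (100 nM final) supplies unstable 1,3-BPG in-well.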
Starred values were filed as active, the others as inactive; i = inactive; ? = inconclusive; / = not tested or not shown; [ ] = remark or other dose. Unless noted, calls follow the shape of the dose curve; as a rule, active = well fitted curve in the direction sought with a large enough effect; inconclusive = small, poorly fitted or top-dose-only effect, or another doubt; inactive = no such curve, though single readings can be large; an effect the other way counts as inactive or inconclusive. Only part of the results is shown; the hit share may differ from the screen's.

entry	structure	GLS inhibitor	HP1b chromo inh	PGK inhibitor	mIDH1 inhibitor	TrxR1 substrate	PI4K2A block	rTrxR1 inhibitor	USP1 inh	Pin1 inh
1	COc1ccccc1NC(=O)COC(=O)CCn1c(C)csc1=O	1%	-1%	-9%	5%	1%[57.1 µM]	1	2%[57.1 µM]	-10%	-4%
2	CCCN(S(=O)(=O)c1ccc(OCC)cc1)S(=O)(=O)c1cccs1	16%	77%[activator]	-4%	2%	0%[57.1 µM]	2	40%[activator][57.1 µM]	-7%	6%
3	COCCn1c(=S)[nH]c2cc(C(=O)NCCc3ccc(OC)c(OC)c3)ccc2c1=O	-1%	36%	6%	-1%	5%[57.1 µM]	-6	-8%[57.1 µM]	-12%	0%
4	O=C(NCCCO)/C(=C\c1cn(-c2ccccc2)nc1-c1cccnc1)NC(=O)c1ccccc1	2%	23%	/	5%	-6%	1	12%	0%	-3%
5	COc1ccc(C2CC(c3cccs3)=NN2S(C)(=O)=O)cc1OC (configuration not stated)	-13%	17%	-5%	0%	3%[57.1 µM]	-1	25%[57.1 µM]	-8%	11%
6	CNS(=O)(=O)c1cn(CC(=O)N2CCN(c3ccc(C(C)=O)cc3)CC2)cc1S(=O)(=O)NC	-7%	15%	3%	-9%	-4%	5	2%	-33%	0%
7	O=C(O)CC(C(=O)O)C(=Cc1ccccc1)c1ccccc1 (configuration not stated)	-12%	/	-3%	2%	/	6	/	-13%	/
8	O=C1CN(N=Cc2ccco2)C(=O)N1	0%	54%[activator]	-3%	3%	-2%	2	-12%	?	0%
9	C/C=C\C=C\C(=O)N1CC2(CC(c3cccc(NC(=O)COc4ccc(Cl)cc4)c3)=NO2)C[C@H]1C(N)=O (some centres not stated)	-20%	-8%	-2%	2%	12%[57.1 µM]	-24	25µM*	12%	?
10	CC(=O)c1cccc(NC(=O)COc2ccc(S(=O)(=O)N3CCCCC3)cc2)c1	3%	27%	i	3%	6%[57.1 µM]	7	7%[57.1 µM]	-27%	0%
11	Cc1cc(C)cc(OCC(=O)Nc2cnn(CCCC(=O)O)c2)c1	-1%	33%	-10%	0%	-1%	-2	1%	-22%	-6%
12	CCCc1cc(Nc2c(C)n(C)n(-c3ccccc3)c2=O)n2c(nc3ccccc32)c1C#N	16%	31%	0%	-6%	-3%	-3	?	-5%	8%
13	O=C(O)CN1C(=O)/C(=C\c2ccccc2OCc2ccc(Cl)cc2Cl)SC1=S	21%	-13%	-11%	0%	2%	-3	18%	?	/
14	CCCNC(=O)NC(=O)COc1ccc(-c2ccc(C#N)cc2)cc1	1%	31%	-3%	-1%	0%	3	11%	-6%	-2%
15	CC1CCC(NC(=O)C2CCN(c3cnccn3)CC2)CC1 (configuration not stated)	3%	30%	7%	-1%	-6%	-3	-7%	-19%	3%
16	NC(=O)c1ncn([C@@H]2O[C@H](CNCc3ccc(OCC(=O)Nc4nccs4)cc3)[C@@H](O)[C@H]2O)n1	-1%	1%	-1%	-4%	-2%	6	-3%	-6%	-4%
17	CCCn1nc(C(=O)Nc2ccc3c(c2)OCO3)c2ccccc2c1=O	9%	23%	2%	5%	-2%	2	18%	-16%	2%
18	O=C1CC(c2ccccc2)Sc2nc3ccccc3n21 (configuration not stated)	-3%	60%[activator]	i	4%	-14%[57.1 µM]	-6	27%[57.1 µM]	-19%	2%
19	CCc1ccc(/C=C2/C(=O)N(CC)C(=S)N2C)s1	-13%	47%[activator]	3%	-3%	-3%	-1	6%	2%	?
20	Cc1csc(=O)n1CCC(=O)OCC(=O)Nc1ccc(F)c(F)c1F	-7%	12%	-2%	5%	8%	8	11%	-8%	-12%
21	Cc1ccc(S(=O)(=O)N(C)CCCC(=O)NCc2ccc3c(c2)OCO3)cc1	-19%	46%	-9%	7%	-6%	2	11%[57.1 µM]	-19%	-6%
22	COC(=O)COc1ccc(-c2ccc(F)cc2)cc1C=O	-9%	45%[activator]	i	1%	6%[57.1 µM]	-1	17%[57.1 µM]	-13%	-5%
23	CC1CCN(S(=O)(=O)c2ccc(Cl)s2)CC1	-1%	109%[activator]	-2%	-6%	1%	-1	25%	-16%	-1%
24	Cc1ccc(OCC(=O)Nc2nc(-c3ccc(Br)cc3)ns2)cc1C	3%	60%[activator]	0%	0%	-4%	-1	-4%	-3%	-4%
25	CCOC(=O)c1c(/N=C/N(C)C)sc(/C=N/Nc2ccccc2)c1-c1ccc(Cl)cc1	18%	-5%	i	7%	1%	-1	4%	-16%	?
26	CN1C(C(=O)NCc2cccc(Br)c2)CC2Cn3c(nc4ccccc43)C21 (configuration not stated)	-4%	44%[activator]	-3%	0%	7%	3	14%	?	9%
27	Cc1c(CNC2CCCCCC2)c(C(=O)O)c(C)n1Cc1c(F)cccc1Cl	-1%	13%	4%	0%	-2%	-4	9%	-6%	-12%
28	CS(=O)(=O)N(CC(=O)NCCSc1ccc(Cl)cc1)c1ccc2c(c1)OCO2	-5%	13%	1%	-2%	6%[57.1 µM]	-2	12%[57.1 µM]	-20%	-2%
29	COc1ccc2[nH]c3c(c2c1)CCN1C(=O)N([C@@H](C)C(=O)NCc2c(F)cccc2Cl)C(=O)[C@]31C	14%	-16%	-6%	-2%	-3%	-1	11%	-4%	0%
30	COc1ccc(NC(=O)c2ccc(F)c(F)c2)c2ccccc12	?	32%	8%	-5%	3%[57.1 µM]	-1	5%[57.1 µM]	-25%	1%
31	C[C@@H]1CN([C@H](C)CO)C(=O)CCCn2cc(nn2)CO[C@H]1CN(C)C(=O)Nc1cccc(C(F)(F)F)c1	-2%	/	-1%	-2%	/	4	/	?	/
32	COc1ccc(C(=O)NC2CCCc3c2cnn3-c2ccccc2F)cc1OC (configuration not stated)	-1%	38%[activator]	7%	-2%	3%	-3	7%	-19%	-6%
33	CCOC(=O)N1CCN([N+]([O-])=NOc2cc(O/N=[N+](\[O-])N(CC)CC)c([N+](=O)[O-])cc2[N+](=O)[O-])CC1	/	18%	/	/	-13%	/	13µM*	/	-8%
34	Cc1ccc(Cl)cc1NC(=O)CCC(=O)NCc1ccco1	0%	27%	-2%	8%	-5%[11.4 µM]	1	31%[2.29 µM]	-2%	-2%
35	O=C(NCc1ccc2c(c1)OCO2)c1cc2n(n1)C(C(F)(F)F)CC(c1ccc3c(c1)OCO3)N2 (configuration not stated)	1%	15%	-2%	2%	10%	4	25%	-19%	-1%
36	CCc1ccccc1NC(=O)c1ccc2c(c1)c(C)c(C)n2Cc1ccccc1	-3%	1%	-8%	-5%	2%[57.1 µM]	1	25%[57.1 µM]	?	?
37	O=C(CCc1c[nH]c2ccccc12)N1CCCCCCC1	21%	16%	-3%	4%	-7%	5	-3%	-12%	-6%
38	Cc1ccc(NC(=O)COc2ccc(/C=N\NC(=O)c3cccnc3)cc2)cc1C	1%	?	-21%	-12%	22%	-4	45%[activator]	-14%	17%
39	CC(=O)Nc1ccc(NC(=O)C(C)OC(=O)CCSc2ccccc2Cl)cc1 (configuration not stated)	-1%	32%	1%	-15%	-3%	-5	4%	-8%	2%
40	Cc1ccc(C(=O)COC(=O)c2ccc3c(c2)C(=O)N(c2cccc4ncccc24)C3=O)cc1C	?	-5%	-10%	0%	-4%	1	12%	-15%	-1%
41	Cn1c(=O)c2sccc2n(Cc2cccc(Br)c2)c1=O	0%	38%	2%	-12%	-4%	3	5%	1%	-6%
42	Oc1cccc(NC(=S)Nc2ccccc2)c1	14%	31%	-2%	10%	2%	1	-10%[57.1 µM]	-26%	-4%
43	COc1ccc(CNC(=O)CN2C(=O)CSc3ccc(S(=O)(=O)N4CCCC4)cc32)cc1	-1%	50%[activator]	-9%	-11%	-3%	6	4%	-1%	-4%
44	CCN(C[C@H]1N[C@@](C)(C(=O)OC)[C@H]2C(=O)N(C)C(=O)[C@@H]12)C(=O)COc1ccccc1	2%	22%	-4%	7%	10%	-2	31%	-26%	1%
45	COc1ccc2oc(C(=O)Nc3ccc(S(=O)(=O)N(C)C4CCN(C)CC4)cc3)c(C)c2c1	-2%	13%	-1%	-1%	7%	-1	14%	-27%	-3%
46	COC(=O)CSc1nnc2n(-c3ccc(OC)cc3)c(=O)c3c4c(sc3n12)CCCCC4	-10%	37%[activator]	-5%	1%	-1%	0	-5%	-4%	7%
47	CC(NC(=O)C1(S(=O)(=O)c2ccc(Cl)cc2)CC1)c1ccccc1 (configuration not stated)	-8%	14%	6%	1%	-9%	-3	-4%	-8%	0%

Rewritten field by field: 2 of the compounds above.
(44) CCN(C[C@H]1N[C@@](C)(C(=O)OC)[C@H]2C(=O)N(C)C(=O)[C@@H]12)C(=O)COc1ccccc1
  GLS inhibitor: 2%
  HP1b chromo inh: 22%
  PGK inhibitor: -4%
  mIDH1 inhibitor: 7%
  TrxR1 substrate: 10%
  PI4K2A block: -2
  rTrxR1 inhibitor: 31%
  USP1 inh: -26%
  Pin1 inh: 1%
(42) Oc1cccc(NC(=S)Nc2ccccc2)c1
  GLS inhibitor: 14%
  HP1b chromo inh: 31%
  PGK inhibitor: -2%
  mIDH1 inhibitor: 10%
  TrxR1 substrate: 2%
  PI4K2A block: 1
  rTrxR1 inhibitor: -10%[57.1 µM]
  USP1 inh: -26%
  Pin1 inh: -4%

Screening data from PubChem BioAssay.
